# GlmU inhibition: inhibition of mycobacterial GlmU enzyme – biochemical, glucosamine-1-phosphate acetyltransferase (AID 1376) | 0.25% of 220,000 active | one-dose inhibition, %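 (tested at 30 µM in the primary screen)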; IC50 in µM for titrated hits | M. tuberculosis GlmU acetyltransferase enzyme assay; higher % means a stronger effect; in the data active = inhibition above about 13%; inconclusive = no clear call, values can overlap the other calls;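 note: 0% = complete reaction with vehicle and 100% = reaction without substrate; strong numbers were not always called active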
# Mtb RmlCD inh: M. tuberculosis RmlC/RmlD inhibition; inhibition, % at 3.6 µM; 0.03% of 160,000 active; AID 1533; P9WH09+P9WH11; RmlC+RmlD coupled enzyme assay, percent inhibition; primary screen in compound mixtures; in the data active = inhibition mostly above about 34%, no sharp cut-off; inconclusive = no clear call, values can overlap the other calls; inactive = mostly below about 22%; note: some results filed as inactive read as strong as hits
# Target sequence (P9WH09 whole entry, looked up): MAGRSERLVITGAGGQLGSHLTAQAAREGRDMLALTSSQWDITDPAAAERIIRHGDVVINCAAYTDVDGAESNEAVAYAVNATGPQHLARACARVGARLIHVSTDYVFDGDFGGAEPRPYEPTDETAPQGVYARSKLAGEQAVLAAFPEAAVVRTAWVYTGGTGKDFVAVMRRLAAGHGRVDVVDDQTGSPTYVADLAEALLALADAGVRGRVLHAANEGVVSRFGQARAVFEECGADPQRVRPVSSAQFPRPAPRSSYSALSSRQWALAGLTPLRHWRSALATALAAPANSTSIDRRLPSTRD
# Target sequence (P9WH11 whole entry, looked up): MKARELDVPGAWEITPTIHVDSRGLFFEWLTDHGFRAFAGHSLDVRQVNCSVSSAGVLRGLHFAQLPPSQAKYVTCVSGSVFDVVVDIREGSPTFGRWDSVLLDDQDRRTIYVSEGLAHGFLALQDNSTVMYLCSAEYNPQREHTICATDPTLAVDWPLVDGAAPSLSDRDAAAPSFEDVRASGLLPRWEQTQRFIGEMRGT
# Starred values were filed as active, the others as inactive; ? = inconclusive; . = no result given.
SMILES,GlmU inhibition,Mtb RmlCD inh
CC(NS(=O)(=O)c1ccc(CCC(=O)N2CCN(C)CC2)cc1)c1ccccc1 (stereo not given),3.0%,.
CCCN(CC1CC1)c1nc(N)c2c(N)nc(OC)cc2c1C#N,2.1%,8
Cc1occc1C(=O)NNC(=O)C(c1ccccc1)c1ccccc1,2.8%,15
CCCCCCOC(=O)Cc1c(C)nc(N)[nH]c1=O,0.7%,-11
COc1ccc(-c2noc(CSc3nc4ccccc4c(=O)n3-c3ccccc3)n2)cc1OC,6.2%,12
CC1(C)Cc2c(c(-c3ccco3)nc3sc4c(NCCN5CCOCC5)ncnc4c23)CO1,-11%,3
Cc1ccnc(NC(=O)CCC(=O)N(CC(=O)NCC2CCCO2)Cc2ccc(F)cc2)c1 (stereo not given),1.6%,.
O=C(CCC(=O)NNC(=O)Nc1cccc(Cl)c1)NCc1ccccc1,-5.8%,-9
CCn1cc(S(=O)(=O)CC(=O)NC2CCCCC2)c2ccccc21,3.5%,-8
CSc1nncn1/N=C/c1cc(Cl)ccc1F,2.0%,8
COc1ccc(Br)cc1/C=N/NC(=O)c1cccc(S(=O)(=O)N2CCOCC2)c1,2.5%,3
c1ccc(N2CCN(Cc3ccsc3)CC2)nc1,4.2%,-19
O=C(CCNC(=O)c1ccccc1Cl)Nc1cc(C(F)(F)F)ccc1Cl,-4.1%,.
O=C(O)CN1C(=O)SC(Nc2ccc(Cl)cc2)C1=O (stereo not given),-1.1%,5
COc1ccc(OC)c(-c2c(C#N)c(N)nc3c2c(=O)nc2sccn23)c1,-7.0%,-4
Cc1[nH][nH]c(=O)c1C=NCc1cccs1,-3.2%,0
O=C(NCc1nnc2c3ccccc3c(-c3ccccc3)nn12)c1ccccc1Cl,-0.3%,.
CCCOc1ccc(NC(N)=O)cc1OCCC,-1.3%,.
O=C(NCc1nnc(SCC(=O)N2CCCc3ccccc32)o1)c1c(F)cccc1Cl,5.9%,11
COc1ccc(O)c(/C=N\NC(=O)CCn2nnc3ccccc32)c1,2.9%,.
Oc1ccc(-c2[nH]ncc2-c2cnn(-c3ccccc3)c2)c(O)c1,-5.1%,-7
O=C(CN1CCN(c2ccc(F)cc2)CC1)Nc1ccc(-n2cnnn2)cc1,2.6%,3
O=C(c1cccc(NS(=O)(=O)c2ccc(F)c(F)c2)c1)N1CCN(C(c2ccccc2)c2ccccc2)CC1,2.3%,11
CCc1ccc(-c2nn(-c3ccccc3)cc2CSC(=N)N)cc1,-11%,-10
CCOc1ccc(N(CC(=O)N2CCCC2)S(=O)(=O)c2c(C)noc2C)cc1,-1.6%,-4

# Rewritten as tab-separated lines: two of the compounds above.
molecule	GlmU inhibition	Mtb RmlCD inh
CCCN(CC1CC1)c1nc(N)c2c(N)nc(OC)cc2c1C#N	2.1%	8
COc1ccc(OC)c(-c2c(C#N)c(N)nc3c2c(=O)nc2sccn23)c1	-7.0%	-4

# Returning to the listing; the 2 compounds before the break are reprinted first.
SMILES,GlmU inhibition,Mtb RmlCD inh
CCc1ccc(-c2nn(-c3ccccc3)cc2CSC(=N)N)cc1,-11%,-10
CCOc1ccc(N(CC(=O)N2CCCC2)S(=O)(=O)c2c(C)noc2C)cc1,-1.6%,-4
Cn1c(SCC(=O)c2ccccc2)nnc1C1COc2ccccc2O1 (stereo not given),-6.1%,-13
COc1ccc(C(C)=O)cc1CN1CCCCC1,4.3%,.
CN(C)CCCNc1cn[nH]c(=O)c1Cl,4.4%,-3
O=C(N/N=C/c1ccco1)c1cc(-c2ccccc2)n[nH]1,3.4%,.
CSc1cccc(NCc2ccc([N+](=O)[O-])cc2)c1,4.0%,-6
COc1cccc(NC(=O)N(CCN(C)C)C(C)c2cccnc2)c1 (stereo not given),4.0%,2
O=C(N/C(=C\c1ccc([N+](=O)[O-])cc1)C(=O)N1CCCCC1)c1ccccc1,-5.8%,-9
Cc1nc(N2CCCCC2)c2sc(=S)n(C)c2n1,-10%,15
Cc1nc(=O)c(-c2ccccc2)c(C)n1-c1ccc(Br)cc1,4.8%,-42
Cc1ccccc1C(=O)NNC(=O)/C=C/c1ccccc1,-9.6%,4
COc1ccc(C(=O)NNC(=O)CN2CCC(n3nnc4cc(C)ccc43)CC2)cc1,0.4%,-2
Cc1ccc(N2C(=O)NC(=O)/C(=C\c3cnc(-c4ccccc4)nc3)C2=O)cc1,-5.8%,8
COc1ccc(/C=N/OC/C(O)=C(\C#N)c2nc3ccccc3[nH]2)cc1OC,-1.0%,-6
CC(C)OC(=O)C1C(=O)CC(C)(O)C(C(=O)OC(C)C)C1c1cccnc1 (stereo not given),6.4%,.
C=CCOC(=O)C1=C[C@H](c2cn(C(C)=O)c3ccccc23)[C@@H](CCCO)[C@H](OCC)O1,-4.3%,.
COc1ccc(Cl)cc1NC(=O)COC(=O)c1cc(NS(=O)(=O)c2cccs2)ccc1O,-2.1%,.
Cc1nn2c(NC(C)C)c3c(nc2c1-c1ccccc1)CCC3,-1.4%,4
Cn1c(CNC(=O)c2ccco2)nnc1SCC(=O)Nc1cccc(F)c1,1.2%,33
Cc1cccnc1NC(=O)Nc1cccc(C(F)(F)F)c1,0.3%,1
O=C(COc1ccc(Cl)cc1)Nc1ccccc1N1CCOCC1,7.7%,18
c1cc2c(cc1-c1cnc3n1CCC3)OCCO2,9.1%,.
CCn1cc(C(=O)N2CCN(c3ccc(F)cc3)CC2)c2cc(OC)c(OC)cc2c1=O,4.8%,-11
COc1ccc(NC(=O)c2ccc(COc3ccc(C)cc3)o2)cc1,-3.0%,8
COc1ccc(C=Nc2cccc3c(=O)[nH][nH]c(=O)c23)c2ccccc12,1.0%,5
CCOC(=O)Cc1c(Sc2ccccc2)c2cc(C)ccc2n1C,-3.4%,11
SMILES,GlmU inhibition,Mtb RmlCD inh
CC(=O)NC12CC3CC(CC(CC(=O)O)(C3)C1)C2,1.1%,12
Cc1nnc(SCC(=O)Nc2cccc(C(F)(F)F)c2)n1Cc1ccco1,-1.7%,.
COc1ccc(NC(=O)Cn2c(=O)n(CC3CCCO3)c(=O)c3ccccc32)c(OC)c1 (stereo not given),-4.3%,-6
Cc1ccc(C2C(C(=O)c3ccco3)=C(O)C(=O)N2c2ncccn2)cc1 (stereo not given),2.8%,-10
O=S(=O)(Nc1ccc(O)c(Sc2nc3ccccc3s2)c1)c1cccc2ccccc12,2.9%,10
CCCC(=O)Nc1ccc(C(=O)N2CCCC2)cc1,4.5%,.
CC(C)(C)NC(=S)N/N=C\c1ccc(-c2ccc([N+](=O)[O-])cc2)o1,-3.0%,4
CCC(=O)c1cn(CC(=O)NCc2ccco2)c2ccccc12,2.5%,10
CC(=NCc1cccnc1)c1c(O)n(-c2ccc(C)cc2)c(=O)[nH]c1=O,-0.1%,9
COc1ccc(NC(=O)NCCCN2CCCC2=O)c(OC)c1,-1.8%,-10
CCCCOC(=O)Nc1ccc(N2CCOCC2)cc1,-2.0%,.
COc1ccc(C(=O)NNC(=O)c2ccccn2)cc1,-1.4%,14
COc1ccc(OCC(=O)N2CCN(C(=O)c3cccc(F)c3)CC2)cc1,0.5%,5
COC(=O)c1cc(C#N)c(SCc2ccccc2)nc1C,-2.1%,.
CN(C)S(=O)(=O)c1cc(C(=O)NCCCn2ccc3ccccc32)ccc1Cl,-0.8%,6
COc1cc(C2C(C#N)=C(N)Oc3c2ccc2ccccc32)ccc1OCC(=O)Nc1cccc(C)c1 (stereo not given),2.6%,.
CCCCNC(=O)CC1SC(=NCC)N(CC)C1=O (stereo not given),-2.2%,8
CCC(C)n1[nH]c(=O)cc1N (stereo not given),-4.5%,-8
O=P(Cc1cccc[n+]1[O-])(c1ccccc1)c1ccccc1,-3.1%,.
C/C(O)=c1/cnc2nc3ccccc3n2c1=O,-8.6%,11
COc1cc([C@@H]2c3cc4c(cc3[C@@H](NC3CCN(Cc5ccccc5)CC3)[C@H]3COC(=O)[C@H]23)OCO4)cc(OC)c1O,-3.4%,.
O=C(NCCc1ccccc1)c1cccc([N+](=O)[O-])c1,1.2%,.
CCOC(=O)C(=O)Nc1ccccc1C(=O)Nc1ccc(OC)cc1,-0.9%,.
CSc1nc2n(n1)C(C)C1=C(CCCC1=O)N2 (stereo not given),1.4%,9
COc1ccc(C2NC(c3ccc(OC)cc3)C([N+](=O)[O-])C(C)(C)C2[N+](=O)[O-])cc1 (stereo not given),5.2%,-1
SMILES,GlmU inhibition,Mtb RmlCD inh
CNC(=O)/C(C#N)=C/c1cn(CC(=O)OC)c2ccccc12,2.7%,6
Cc1ccc2nc(SCC(=O)NCC3CCCO3)c(C#N)cc2c1 (stereo not given),-0.4%,5
COC(=O)c1cc(OC)c(OC)cc1NC(=O)CN1CCCCC1,-6.8%,-6
Cn1c(=O)c2c(ncn2CC(=O)N/N=C/C=C/c2ccccc2)n(C)c1=O,-1.5%,5
CCOC(=O)C1(CCc2ccccc2)CCN(C(=O)C2CCOCC2)CC1,0.8%,-6
O=C(Cc1ccc(F)cc1)N(c1ccc(F)cc1)C1C=CS(=O)(=O)C1 (stereo not given),-0.3%,28
CCOC(=O)Nc1nnc(Cc2ccc(Cl)c(Cl)c2)s1,0.5%,-8
Cc1ccc2nsnc2c1S(=O)(=O)N(Cc1cc2cccc(C)c2[nH]c1=O)CC1CCCO1 (stereo not given),-2.4%,6
O=C(CCCCCCC(=O)Nc1ccccc1)NO,3.3%,.
COc1ccc(S(=O)(=O)N[C@@H](C)C(=O)OCC(=O)Nc2cc3oc4ccccc4c3cc2OC)cc1,5.7%,2
C#CCn1cc(/C=N/NC(=O)c2cc3ccccc3o2)c2ccccc21,2.5%,-15
CCCCC(=O)Nc1ccc2c(c1)nc1n2CCN(CCOC)C1,-4.7%,63
CCN(C(=O)CSc1ncn[nH]1)c1cccc2ccccc12,0.7%,.
N#CC1=C(SCc2ccccc2)NC(=O)C(C#N)C12CCCC2 (stereo not given),-0.7%,3
CC(=O)CCc1oc2ccc([N+](=O)[O-])cc2c1-c1ccc(C)o1,6.5%,5
CN1CCN(C2CC(=O)N(Cc3ccc(N4CCCC4=O)cc3)C2=O)CC1 (stereo not given),-4.5%,10
CN(C)c1nc(SCc2ccccc2Cl)nc2c1CCCC2,0.8%,-7
O=C(COC(=O)CCC1CCCC1)NCc1ccc(Cl)cc1,3.4%,-13
O=C(c1nnc(-c2ccccc2)o1)C1CC1,0.0%,-14
CN(C)c1ccc(N=Cc2nc(-c3ccccc3)oc2OC(=O)c2cccc(Cl)c2)cc1,-2.4%,10
COc1ccc(C(=O)N2CCN(c3ccc([N+](=O)[O-])c(NCCc4ccc(OC)c(OC)c4)c3)CC2)cc1,-4.6%,-9
Cc1c(N=C/C=C2\N(C)c3ccccc3C2(C)C)c(=O)n(-c2ccccc2)n1C,-1.6%,2
CCOC(=O)c1cc(-c2ccccc2)sc1NC(=O)C(C)Sc1nnnn1C (stereo not given),4.3%,12
C[C@@H]1CCC[C@]2(O[C@@H](CCO)C[C@H](O)[C@H]2O)O1,-0.9%,.
COc1ccc(/C=C(\NC(=O)/C=C/c2ccco2)C(=O)NCCc2nc3ccccc3[nH]2)cc1,1.4%,.

# Laid out differently: entries from further up.
SMILES | GlmU inhibition | Mtb RmlCD inh
CNC(=O)/C(C#N)=C/c1cn(CC(=O)OC)c2ccccc12 | 2.7% | 6
Cc1ccc2nc(SCC(=O)NCC3CCCO3)c(C#N)cc2c1 (stereo not given) | -0.4% | 5
COC(=O)c1cc(OC)c(OC)cc1NC(=O)CN1CCCCC1 | -6.8% | -6

# Next section
SMILES,GlmU inhibition,Mtb RmlCD inh
CCOC(=O)N1CCN(C(=O)c2ccc(CS(=O)(=O)c3ccc(OC)cc3)o2)CC1,0.4%,9
Cc1cc2nc3c(nc2cc1C)C(O)=C3O,-0.2%,-3
CCCCCc1cc(=O)oc2c(C(CCN(CC)CC)c3cc(OC)c(OC)c(OC)c3)c(OC)cc(OC)c12 (stereo not given),-6.1%,.
Cc1cc(C)nc(Sc2ncnc3c2oc2ccccc23)n1,.,-7
Cc1csc2c(=O)sc(NC(=O)c3ccc(F)cc3)nc12,-6.3%,3
C=C(C)CSc1nnc(-c2ccc(OC)cc2)n1N,4.0%,.
O=C(O)CSc1nnc(Cc2cccc3ccccc23)n1-c1cc(C(F)(F)F)cc(C(F)(F)F)c1,-2.1%,.
CC(C)c1nnc(-c2ccc(Cl)cc2)c(N(C)C)n1,3.9%,-4
S=C1NCCc2ccccc2C1c1ccccc1 (stereo not given),-0.4%,.
O=C(CSc1ncn[nH]1)c1cc2ccccc2o1,1.0%,-51
O=C(O)Cn1c(COc2ccc(Cl)cc2)nc2ccccc21,-4.5%,.
N#C/C(=C/c1ccc(Sc2nc3ccccc3[nH]2)o1)c1cccc(Br)c1,-6.5%,-10
CC1=C(C(=O)OCC(C)C)C(c2ccc(F)cc2)NC(=O)N1 (stereo not given),-2.5%,3
Cc1ccc(NC(=O)N2CCCCC2)cc1NC(=O)N1CCCCC1,11%,-8
CC1=CCC(C(C)(C)NC(=O)c2ccccc2)C/C1=N\O (stereo not given),2.5%,.
CCN(CC)c1ccc(NC(=O)c2cnn(CC)c2)cc1,-3.6%,?
CCOC(=O)c1c(C)c(C(=O)NCCc2ccc(S(N)(=O)=O)cc2)c(C)n1CC,.,-13
O=S(=O)(NCCNS(=O)(=O)c1ccccc1)c1ccccc1,1.9%,6
CCC(CC)=N/N=C/c1c(O)n(CC)c2cc(C3=NNC(=O)CC3)ccc12,-5.9%,.

# One compound at a time, from the list above.
# O=C(CSc1ncn[nH]1)c1cc2ccccc2o1 reads GlmU inhibition: 1.0%; Mtb RmlCD inh: -51
# CC(C)c1nnc(-c2ccc(Cl)cc2)c(N(C)C)n1 reads GlmU inhibition: 3.9%; Mtb RmlCD inh: -4
# C=C(C)CSc1nnc(-c2ccc(OC)cc2)n1N reads GlmU inhibition: 4.0%; Mtb RmlCD inh: .

# Assay outcomes as filed in PubChem.

# The list is partial; count on the stated rates, not on these rows.
